# Calpain2 inh = inhibitors of pig calpain II. purified calpain II, fluorogenic peptide substrate, 30 min. inhibition, % at 16 µM. hit rate 0.37% among 220,000. AID 1236;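 active = inhibition above about 50%, limit read from the data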
# eIF4E 4G PPI = eIF4E/eIF4G interaction inhibition in translation initiation | TR-FRET eIF4E-eIF4GI(517-606) binding, 2 h | P63073+Q04637 | AID 782 | hit rate 0.37% among 220,000 | inhibition, % at 21.7 µM;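 active = inhibition above about 30%, limit read from the data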;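 note: 0% = full FRET control wells and 100% = background wells lacking eIF4GI fragment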
# Target sequence (P63073 whole entry, looked up, the tested form may be a part): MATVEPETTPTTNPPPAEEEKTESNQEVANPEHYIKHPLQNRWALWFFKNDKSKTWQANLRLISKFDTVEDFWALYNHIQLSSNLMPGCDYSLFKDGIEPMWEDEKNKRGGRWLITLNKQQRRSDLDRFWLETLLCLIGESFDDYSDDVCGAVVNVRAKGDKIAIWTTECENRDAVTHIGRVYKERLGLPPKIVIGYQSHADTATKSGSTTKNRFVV
# Target sequence (Q04637 whole entry, looked up, the tested form may be a part): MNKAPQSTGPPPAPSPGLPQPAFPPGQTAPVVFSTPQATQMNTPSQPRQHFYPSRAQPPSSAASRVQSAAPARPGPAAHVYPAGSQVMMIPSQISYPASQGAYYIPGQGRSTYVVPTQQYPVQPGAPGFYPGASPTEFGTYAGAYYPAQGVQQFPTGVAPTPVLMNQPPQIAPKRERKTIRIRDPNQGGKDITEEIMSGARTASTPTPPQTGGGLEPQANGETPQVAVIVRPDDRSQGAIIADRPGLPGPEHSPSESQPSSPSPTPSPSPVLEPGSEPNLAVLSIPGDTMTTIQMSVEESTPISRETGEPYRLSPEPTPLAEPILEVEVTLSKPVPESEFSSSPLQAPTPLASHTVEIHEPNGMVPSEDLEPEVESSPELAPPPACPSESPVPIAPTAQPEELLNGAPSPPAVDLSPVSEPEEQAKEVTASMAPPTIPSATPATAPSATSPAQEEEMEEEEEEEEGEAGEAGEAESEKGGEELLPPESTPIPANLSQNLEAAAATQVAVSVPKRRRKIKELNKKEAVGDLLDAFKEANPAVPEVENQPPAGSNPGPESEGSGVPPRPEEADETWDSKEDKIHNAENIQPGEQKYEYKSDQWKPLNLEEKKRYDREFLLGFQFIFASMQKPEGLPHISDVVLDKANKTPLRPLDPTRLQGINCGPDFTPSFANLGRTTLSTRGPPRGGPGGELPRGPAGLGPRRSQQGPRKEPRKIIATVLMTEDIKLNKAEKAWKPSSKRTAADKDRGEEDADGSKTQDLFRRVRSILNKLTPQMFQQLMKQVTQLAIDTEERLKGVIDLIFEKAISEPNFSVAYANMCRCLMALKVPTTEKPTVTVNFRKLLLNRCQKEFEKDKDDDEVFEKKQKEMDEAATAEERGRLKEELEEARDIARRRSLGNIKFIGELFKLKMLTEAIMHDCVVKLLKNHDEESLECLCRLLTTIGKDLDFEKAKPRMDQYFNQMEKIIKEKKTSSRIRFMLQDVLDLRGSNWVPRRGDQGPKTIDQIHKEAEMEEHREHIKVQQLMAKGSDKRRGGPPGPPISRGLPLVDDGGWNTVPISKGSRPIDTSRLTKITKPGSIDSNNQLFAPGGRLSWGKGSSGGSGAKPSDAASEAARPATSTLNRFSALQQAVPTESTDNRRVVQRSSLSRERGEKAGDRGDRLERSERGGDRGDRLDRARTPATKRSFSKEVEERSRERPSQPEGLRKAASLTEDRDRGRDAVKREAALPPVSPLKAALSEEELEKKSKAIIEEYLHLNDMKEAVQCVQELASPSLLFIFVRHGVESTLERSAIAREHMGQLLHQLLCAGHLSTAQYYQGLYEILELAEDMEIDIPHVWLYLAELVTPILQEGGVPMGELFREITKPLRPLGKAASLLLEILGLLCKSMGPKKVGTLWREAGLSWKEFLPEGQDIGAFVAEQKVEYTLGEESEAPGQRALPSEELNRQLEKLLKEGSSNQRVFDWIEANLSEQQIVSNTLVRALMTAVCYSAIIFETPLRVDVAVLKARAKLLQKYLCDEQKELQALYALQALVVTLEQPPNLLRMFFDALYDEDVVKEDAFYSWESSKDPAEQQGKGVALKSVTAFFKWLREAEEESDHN
# TNF death inh = TNF-alpha cell death inhibition in Jurkat FADD-/- cells; Jurkat FADD-/- TNF necroptosis rescue, ATP luminescence, 24 h; 0 = TNF only, 100 = no-TNF cells; activation (protection from cell death), % at 10 µM; hit rate 0.068% among 220,000; AID 463075;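 active = activation, meaning protection from cell death, of at least 50% relative to plate controls; inactive = activation below 50%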;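 note: necroptosis triggered by 40 ng/mL TNF-alpha added together with compound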
# Rad51 HR inh = blocks human Rad51 in homologous recombination; Q06609; hRad51 DNA strand exchange, fluorescence dequenching; inhibition, % at 10 µM; hit rate 0.085% among 200,000;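 active = inhibition above 40% at the single screening dose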;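 note: 0% = DMSO control wells and 100% = blanks with heterologous ssDNA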
#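 material = hRad51 filaments on single-stranded DNA | timing = filaments 15 min 37 °C, then compound 30 min | signal = FRET fluorescence dequenching, excitation 485 nm, emission 520 nm | benchmarks = control wells and blank wells on each plate | evaluation = percent inhibition relative to plate controls and blanks | compound = 10 µM final, single point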
# KCC2 mod = KCC2 (human) Cl- transport modulation | AID 1456 | hit rate 2.2% among 190,000 | Q9H2X9 | KCC2 cells, thallium flux FluoZin-2 fluorescence | B-score of Tl+ flux slope (higher = more flux/activation; lower = inhibition) at 10 µM;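 active = thallium flux slope and its plate-corrected score both differing from the plate sample mean at a set confidence after two filtering rounds, in either direction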;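 note: slope of fluorescence scaled to starting intensity during 10 to 20 s after thallium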
# L929 necroptosis = L929 zVAD cell death inhibition. hit rate 0.38% among 220,000. viability rescue, % at 10 µM. AID 1377. L929 zVAD necroptosis rescue, ATP luminescence, 24 h; with zVAD 60 µM;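 active = activation, scaled between plate controls, above about 75%, limit read from the data; inactive = activation under that limit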;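 note: 0% = zVAD with DMSO and 100% = DMSO alone without zVAD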
# PERK inh = inhibitors of human PERK kinase. Q9NZJ5. CHO PERK-DD fusion, SEAP luminescence translation reporter. inhibition, % at 5.6 µM. hit rate 0.17% among 220,000. AID 1416;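 active = inhibition above the mean inhibition of all tested compounds plus 3 SD, set separately per screening campaign, cut at about 2.9% in these data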;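 note: PERK kinase domain activated by AP20187 dimerizer at 100 nM; 0% = DMSO with dimerizer and 100% = rapamycin at 8.4 µM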
# EBV gp42 inh = inhibitors of Epstein-Barr virus glycoprotein 42 | Fluorescence polarization binding assay, mP read-out | Q1HVG2 | hit rate 0.42% among 220,000 | inhibition, % (tested at 21.74 µM); in the data active = inhibition above about 50%
# MDM2 E3 inh = inhibitors of human Mdm2 E3 ubiquitin ligase. signal enhancement, % at 5 µM. Q00987. hit rate 0.11% among 210,000. cell-based MDM2 ubiquitination luciferase reporter, 2 h; 0 = plate control, 100 = twice control, blank-subtracted;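 active = signal enhancement of 30% or more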;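 note: luminescence tracks abundance of the self-degrading MDM2-luciferase fusion protein; higher signal means inhibition of MDM2 E3 ligase activity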
#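 System: stable MDM2–luciferase fusion reporter cells / Input: 2000 cells seeded into each well / Schedule: 4 h settle plus 2 h compound, 37 °C / Compound: single-point 5 µM / Buffer or medium: cells held in DMEM / Benchmarks: control and blank well means / Evaluation: percent signal gain over controls, blank-subtracted / Measured by: luciferase luminescence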
# Starred values were filed as active, the others as inactive; i = inactive; . = not tested or not shown; [ ] = another dose, or the depositor's remark.
# The opening 2 entries, ahead of the listing:
SMILES,Calpain2 inh,eIF4E 4G PPI,TNF death inh,Rad51 HR inh,KCC2 mod,L929 necroptosis,PERK inh,EBV gp42 inh,MDM2 E3 inh
Cc1csc(NC(=O)CS(=O)(=O)Cc2ccccc2)n1,12,-2,1.5,-10,-0.9,-1.4,-1.1,5,-17
Cc1nn(C)cc1C(C)NC(=O)c1cc(COc2c(F)cccc2F)on1 (centres undefined),-27,-1,-0.3,25,-1.3,-0.5,0.2,5,-6

# The listing, from the first entry:
SMILES,Calpain2 inh,eIF4E 4G PPI,TNF death inh,Rad51 HR inh,KCC2 mod,L929 necroptosis,PERK inh,EBV gp42 inh,MDM2 E3 inh
Cc1csc(NC(=O)CS(=O)(=O)Cc2ccccc2)n1,12,-2,1.5,-10,-0.9,-1.4,-1.1,5,-17
Cc1nn(C)cc1C(C)NC(=O)c1cc(COc2c(F)cccc2F)on1 (centres undefined),-27,-1,-0.3,25,-1.3,-0.5,0.2,5,-6
CCCCN(C(=O)Cn1nnc2ccccc21)C(C(=O)NCCOC)c1ccc(OC)cc1OC (centres undefined),-14,3,.,6,.,.,.,-16,8
CCC(=O)N1c2ccc(S(=O)(=O)N(CCO)Cc3ccccc3)cc2CC1C (centres undefined),14,0,-0.4,2,.,1.7,-0.3,5,-1
Cc1ccc2nsnc2c1S(=O)(=O)NCc1cccnc1,15,-10,-0.9,-1,.,-0.1,-0.8,2,-6
COc1cccc(CN2CCN(C3CCN(c4ccccc4F)CC3)CC2CCO)c1 (centres undefined),-10,-2,1.4,7,-0.15,-1.7,-0.5,-6,-6
Fc1ccccc1OCCCCSc1ncccn1,16,2[fluorescence artefact?],-0.4,-2,-0.7,-0.1,0.4,5,-2
CCOC(=O)N1CCC(N(CCN(C)C)C(=S)Nc2ccc(Oc3ccccc3)cc2)CC1,-13,2,-0.8,6,-0.72,-0.3,0.3,-2,-7
Cc1ccc(C(=O)N[C@H](C(=O)OCc2nnc(-c3ccccc3)o2)C(C)C)cc1,1,-3,3.4,10,-1.3,0.4,1.4,-5,2
O=C(NCc1ccccn1)c1cc(-c2ccccc2)nc2ccccc12,-12,4,2.0,.,-0.27,0.6,-0.5,-11,.
COc1cc([N+](=O)[O-])ccc1NC(=O)CN(C)C,17,3,-2.6,7,.,0.0,1.3,-8,6
COc1ccc(N/C=C/C(=O)c2ccc3c(c2)OCO3)cc1OC,5,-8,1.9,.,-0.098,.,-0.4,-7,-2
CC1CCN(C(=O)C2CC(c3ccc(F)cc3)=NO2)CC1 (centres undefined),0,.,32,-2,0.09,-0.2,-0.6,-28,-4
CC(NC(=O)c1ccccc1Cl)C1COc2ccccc2O1 (centres undefined),6,2,0.3,5,.,-0.2,-0.2,-21,-15
O=C(NNC(=O)c1ccccc1-n1cccc1)c1ccc(Cl)cc1Cl,-19,2[fluorescence artefact?],-2.3,3,.,-0.3,0.1,-5,-16
O=C(Nc1ccccc1Br)C(=O)N1CCCC1,-1,17,9.1,-5,-0.38,-0.7,1.6,-19,9
Cc1ccc(Cl)cc1N1CCN(C(=O)c2ccc3nc[nH]c3c2)CC1,-30,3[fluorescence artefact?],1.1,5,0.48,4.5,-0.5,1,-20
O=C(COc1ccc(Cl)cc1Cl)N(c1ccccn1)C1CCCCC1,16,-4,0.6,.,-0.42,0.7,-0.6,-12,-2
O=C(Cn1ncc(Cl)c(Cl)c1=O)NC1CCS(=O)(=O)C1 (centres undefined),-14,-7,0.1,23,-0.23,-0.7,0.2,7,.
CN1CCC/C1=C/C=C1\SC(=S)NC1=O,60*,0[fluorescence artefact?],0.2,.,i,0.6,0.2,-281,.
Cn1nnnc1SCC(=O)NCc1cccs1,-11,5,1.4,9,0.89,0.9,0.7,6,.
O=C(CN1CCN(C/C=C/c2ccccc2)CC1)NC(=O)NC1CCCCC1,-1,0,0.7,-6,-0.25,1.4,0.1,-24,-14
CCN(CC)CCOc1nc(C)nc2c1oc1ccccc12,-22,-8[fluorescence artefact?],-0.1,-2,.,0.1,0.0,-9,-7
CC(C)C[C@H](NC(=O)OC(C)(C)C)c1nnc(SCC(=O)Nc2ccc(Br)cc2)o1,12,-3,-3.0,4,-0.81,0.7,-0.5,-8,3
O=C(Nc1ccc(S(=O)(=O)NCc2cccnc2)cc1)c1ccccc1Cl,4,14,0.3,-2,0.14,0.6,0.3,-19,-15

# A section of the results above:
SMILES,Calpain2 inh,eIF4E 4G PPI,TNF death inh,Rad51 HR inh,KCC2 mod,L929 necroptosis,PERK inh,EBV gp42 inh,MDM2 E3 inh
O=C(COc1ccc(Cl)cc1Cl)N(c1ccccn1)C1CCCCC1,16,-4,0.6,.,-0.42,0.7,-0.6,-12,-2
O=C(Cn1ncc(Cl)c(Cl)c1=O)NC1CCS(=O)(=O)C1 (centres undefined),-14,-7,0.1,23,-0.23,-0.7,0.2,7,.

# Later entries.
SMILES,Calpain2 inh,eIF4E 4G PPI,TNF death inh,Rad51 HR inh,KCC2 mod,L929 necroptosis,PERK inh,EBV gp42 inh,MDM2 E3 inh
CCc1ccccc1NC(=O)CN(C)C(=O)COc1ccc(C)nc1[N+](=O)[O-],6,0,1.6,-3,0.041,0.8,0.5,-26,0
COc1ccc(OC)c(NC(=O)C2CCCCC2)c1,13,10,5.0,0,0.34,0.8,1.2,-8,-7
CC(=O)OC(COc1cccc(C)c1)Cn1cnc2ccccc21 (centres undefined),-23,2,0.3,-4,-0.61,2.0,0.0,9,-1
COc1cccc(CNC(=O)C2CCN(S(=O)(=O)N3CCC4(CC3)OCCO4)CC2)c1,3,-4[fluorescence artefact?],3.3,.,0.76,.,-0.2,-8,-7
Cc1ccccc1OCCCC(=O)Nc1nncs1,-11,3,-0.7,-3,-0.13,0.7,0.2,1,-7
COc1ccccc1NC(=O)c1cc(Br)ccc1Cl,-41,2,1.0,35,-0.36,2.2,0.8,8,-17
Cc1ccc(C2CC(=O)N(c3ccc(F)cc3)C3=C2C(=O)CCC3)cc1 (centres undefined),-23,8,-0.2,1,0.1,-0.1,0.2,-2,.
CCOC(=O)C(=CNNc1c(C)csc1C(=O)OC)C(=O)OCC,29,1,-2.1,10,-1.6,-1.2,-0.5,-6,-10
O=C(NNC(=O)c1ccco1)c1ccccc1,4,5,0.8,12,0.98,1.4,0.1,3,-15
O=C(NNC(=O)c1sccc1-n1cccc1)Nc1ccccc1,2,3,1.4,5,0.74,2.2,0.6,-17,-5
COc1cccc(OC)c1CN(C)C(=O)c1cnccc1C(F)(F)F,-2,5,5.5,-3,0.49,-0.2,-0.7,-15,-8
O=C(CSc1nnc(-c2ccc(Br)cc2)o1)N1CCN(C(=O)c2ccco2)CC1,9,-1[fluorescence artefact?],-0.2,2,-2.2,5.8,-0.8,-9,-15
CCN1CCC(=NNC(=O)c2ccc(C)c([N+](=O)[O-])c2)CC1,2,0,-1.1,4,-0.02,-0.1,0.4,-15,1
Cn1c(=O)c2c(nc(OCC3COC(C)(C)O3)n2Cc2ccccc2F)n(C)c1=O (centres undefined),-13,1,-1.5,0,.,0.1,-0.9,-8,-12
O=C1CCCN1CC1CCCN(Cc2nc(COc3ccccc3)no2)C1 (centres undefined),6,0,1.6,5,0.28,-0.7,0.0,11,-5
COc1cc(C(=O)Nc2ccc(O)cc2)ccc1OC(C)=O,-8,-7,-3.4,-12,0.34,0.0,2.6,-5,-14
O=C(CN1CCN(c2ccccc2)CC1)Nc1cccc([N+](=O)[O-])c1,-1,-3,-0.1,-7,-1.3,2.1,0.6,-24,3
COc1cc(OC)cc(C(=O)NC(=S)Nc2nc(-c3cc4ccccc4o3)cs2)c1,-6,0,-1.4,10,0,-1.4,0.0,-12,.
O=S(=O)(NCc1cccnc1)c1cccc2nsnc12,-11,5[fluorescence artefact?],1.1,0,0.047,0.0,0.0,-18,0
O=C1COc2ccc(C(=O)COC(=O)C3CCN(S(=O)(=O)c4cccs4)CC3)cc2N1,-9,0[fluorescence artefact?],-1.9,-7,.,-0.3,1.1,4,-1
COc1cc(/C=C2\SC(=Nc3c(C)n(C)n(-c4ccccc4)c3=O)NC2=O)ccc1O,-2,7,-1.5,-7,0.61,0.0,-0.4,-77,-9
CSc1nnc2c3ccccc3n(Cc3ccccc3)c2n1,-42,-15,-0.9,12,0.82,0.1,0.3,-13,-7
O=C(N1CCOCC1)N(Cc1ccco1)CC1CCCO1 (centres undefined),-16,-2[fluorescence artefact?],0.5,5,.,0.8,1.6,7,0
Cc1nnc(SCc2ccc(CC(=O)O)cc2)o1,7,7[fluorescence artefact?],0.1,-6,.,1.8,1.1,-6,0
CN(C1CCCC1)C1CCN(C(=O)CNC(=O)/C=C/c2cccc(C(F)(F)F)c2)CC1,-2,2,1.2,17,0.016,1.0,0.8,-4,3

# New compounds follow
SMILES,Calpain2 inh,eIF4E 4G PPI,TNF death inh,Rad51 HR inh,KCC2 mod,L929 necroptosis,PERK inh,EBV gp42 inh,MDM2 E3 inh
CC1(C)Nc2ccccc2N(Cc2ccc([N+](=O)[O-])cc2)C1=O,-13,0,2.7,10,1.9,2.3,1.8,-4,-1
CC(=O)Nc1cccc(NC(=O)CSc2nc(C)c(C)c(C)c2C#N)c1,-35,-3,0.5,-5,-0.32,0.8,-0.9,-15,11
CCOc1nc(C)ccc1-c1noc(-c2ccccn2)n1,16,3,-2.9,3,-0.65,-0.2,0.4,-9,-17
CC12CCC(C(=O)N3CCN(C(c4ccccc4)c4ccccc4)CC3)(OC1=O)C2(C)C (centres undefined),10,-5,1.2,2,.,1.7,-0.9,-23,-11
CCC(C)(C)NC(=O)COc1ccc(OCc2ccccc2)cc1,1,-7,2.4,-2,-1.6,4.2,0.9,7,4
COc1ccc(CCNC(=O)C2CC(=O)N(CCc3ccc(C)cc3)C2)cc1OC (centres undefined),-25,-6,0.2,11,0.045,0.3,0.2,7,-9
O=S(=O)(c1ccccc1)N1CCC(n2nnc3cc(F)ccc32)CC1,-27,-2,-2.2,2,.,0.9,-0.6,-12,1
CCOc1ccc(C(C(=O)Nc2ccc(F)cc2)N(C(=O)Cn2nnc3ccccc32)C2CC2)cc1 (centres undefined),-35,7,-4.6,3,.,-0.6,0.0,5,2
O=C(NC(=S)Nc1ccc(S(=O)(=O)Nc2nccs2)cc1)c1ccccc1F,21,-1,-0.3,-12,-0.0071,1.2,1.4,0,-90
C=CCn1c(Cc2ccc(OC)cc2)nnc1SCC(=O)c1cccc([N+](=O)[O-])c1,-4,2,-2.3,-5,.,-0.3,-1.7,-4,-11
O=C(NNC(=O)c1ccncc1)c1ccncc1,-16,2,0.1,-1,.,0.8,0.5,3,-16
COc1ccc(C2C(C#N)=C(N)Nc3nc4ccccc4n32)cc1 (centres undefined),-4,-4,2.9,-4,-1.1,0.9,-0.3,-2,-1
O=C(O)c1cccc2c1C(=O)N(C1CCCCC1)C2,-48,-3,0.1,0,1.1,1.1,0.5,-11,-12
COc1ccc2[nH]c(=O)c(CN(C(=O)c3cccnc3)c3cccc(C)c3)cc2c1,-21,-6,0.2,-5,0.77,0.2,-0.2,-13,-2
COc1ccc(CNC(=O)CS(=O)Cc2nc(-c3ccc(C)cc3)oc2C)cc1 (centres undefined),-5,3,-2.5,-5,.,-0.7,-0.9,-10,-9
CCNc1nc(SCc2ccccc2)nc(N2CCOCC2)n1,14,4,-1.7,0,.,-0.2,-0.2,-8,-8
CN(C)/C=C/c1onc(-c2ccccc2Cl)c1C#N,-8,5,1.3,9,-0.3,-0.3,0.2,-16,-6

# Screening data (PubChem)
